# From PubChem BioAssay
# EP2 mod = EP2 receptor (human) modulation. 260,000 compounds, 0.83% hits. EP2-expressing cells, cAMP HTRF FRET, PGE2 co-stimulation. induction, % at 25 µM;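 active means compounds whose cAMP rise, as percent of the full-agonist control response, exceeds 60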;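 further: rat C6 glioma line stably carrying human EP2 under a CMV promoter; the protocol text gives 20 µM as final concentration; 100% = response of wells given 1 µM PGE2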
# Target sequence (P43116 whole entry, looked up): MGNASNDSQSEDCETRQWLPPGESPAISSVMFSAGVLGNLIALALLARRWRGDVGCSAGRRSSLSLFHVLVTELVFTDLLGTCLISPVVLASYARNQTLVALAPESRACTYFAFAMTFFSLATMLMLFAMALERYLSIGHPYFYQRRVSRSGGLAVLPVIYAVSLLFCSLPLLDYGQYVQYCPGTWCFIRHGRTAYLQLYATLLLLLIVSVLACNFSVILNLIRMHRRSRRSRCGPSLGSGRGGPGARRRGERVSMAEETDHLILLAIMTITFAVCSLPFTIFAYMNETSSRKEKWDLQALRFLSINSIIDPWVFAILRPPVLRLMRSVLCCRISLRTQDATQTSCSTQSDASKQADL
# EP2 antag = blocks the human prostaglandin E2 receptor EP2. P43116. C6 glioma cells expressing human EP2, cAMP TR-FRET; cells stimulated with saturating PGE2. inhibition, % at 25 µM. 260,000 compounds, 0.52% hits. AID 1422;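 active means percent inhibition above 40 after rounding to a whole number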;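 further: rat C6 glioma host cells with rolipram phosphodiesterase inhibitor present; the protocol text gives 20 µM as final concentration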
# Starred values were filed as active, the others as inactive; & = joins results of further samples; ! = not active in a repeat.
# Start of the listing, in advance (15 entries):
1) COc1nccnc1NS(=O)(=O)c1ccc(NC(=S)NC(=O)/C=C/c2cccs2)cc1
2) CC(C)N(c1nnc(NC(=O)c2ccc(Cl)cc2Cl)s1)C(C)C
3) COc1ccccc1C1(NC(=O)CCc2c(C)noc2C)CCCC1
4) OC(CN1CCC2(CC1)CC(O)c1ccc3ccccc3c1O2)c1ccc(Cl)cc1 (stereo unspecified)
5) Cc1ccccc1C1(O)CCN(C(=O)COc2ccc3nsnc3c2)CC1
6) CCc1ccc2[nH]c(=O)c(CN(Cc3cccs3)S(=O)(=O)c3ccc(F)cc3)cc2c1
7) CCOc1ccc2[nH]c(=O)c(C(c3nnnn3CCOC)N3CCCCCC3)cc2c1 (stereo unspecified)
8) O=C(CSc1ncccc1-c1nc2ccccc2[nH]1)Nc1cccc(F)c1
9) Cc1cccc(NC(=O)c2sc3ccccc3c2Cl)c1
10) COc1ccc(S(=O)(=O)N(CC(=O)N2CCN(C)CC2)c2ccc(Cl)cc2)cc1
screen / no.	1	2	3	4	5	6	7	8	9	10
EP2 antag	19	15	8	50*	12	21	9	13	15	0
EP2 mod	-149	11	31	-86	-26	-84	-24	-59	-45	-4

11) CCn1c(SCC(=O)Nc2ccc(OC)cc2OC)nnc1-c1ccco1
12) CC(=O)N(Cc1ccc(F)cc1)Cc1cc2cc(C)c(C)cc2[nH]c1=O
13) O=c1[nH]c(N2CCOCC2)nc2c1CN(Cc1nnnn1C1CCCCC1)CC2
14) Cc1cccc(NC(=O)CCCN2C(=O)/C(=C/c3cccs3)SC2=S)c1
15) CCC(c1nnnn1CC1CCCO1)N(Cc1ccc(C)cc1)Cc1cc2cccc(C)c2[nH]c1=O (stereo unspecified)
screen / no.	11	12	13	14	15
EP2 antag	10	12	6	35	5
EP2 mod	7	-40	6	-130	18

# All compounds of this part, previewed entries included:
1) COc1nccnc1NS(=O)(=O)c1ccc(NC(=S)NC(=O)/C=C/c2cccs2)cc1
2) CC(C)N(c1nnc(NC(=O)c2ccc(Cl)cc2Cl)s1)C(C)C
3) COc1ccccc1C1(NC(=O)CCc2c(C)noc2C)CCCC1
4) OC(CN1CCC2(CC1)CC(O)c1ccc3ccccc3c1O2)c1ccc(Cl)cc1 (stereo unspecified)
5) Cc1ccccc1C1(O)CCN(C(=O)COc2ccc3nsnc3c2)CC1
6) CCc1ccc2[nH]c(=O)c(CN(Cc3cccs3)S(=O)(=O)c3ccc(F)cc3)cc2c1
7) CCOc1ccc2[nH]c(=O)c(C(c3nnnn3CCOC)N3CCCCCC3)cc2c1 (stereo unspecified)
8) O=C(CSc1ncccc1-c1nc2ccccc2[nH]1)Nc1cccc(F)c1
screen / no.	1	2	3	4	5	6	7	8
EP2 antag	19	15	8	50*	12	21	9	13
EP2 mod	-149	11	31	-86	-26	-84	-24	-59

9) Cc1cccc(NC(=O)c2sc3ccccc3c2Cl)c1
10) COc1ccc(S(=O)(=O)N(CC(=O)N2CCN(C)CC2)c2ccc(Cl)cc2)cc1
11) CCn1c(SCC(=O)Nc2ccc(OC)cc2OC)nnc1-c1ccco1
12) CC(=O)N(Cc1ccc(F)cc1)Cc1cc2cc(C)c(C)cc2[nH]c1=O
13) O=c1[nH]c(N2CCOCC2)nc2c1CN(Cc1nnnn1C1CCCCC1)CC2
14) Cc1cccc(NC(=O)CCCN2C(=O)/C(=C/c3cccs3)SC2=S)c1
15) CCC(c1nnnn1CC1CCCO1)N(Cc1ccc(C)cc1)Cc1cc2cccc(C)c2[nH]c1=O (stereo unspecified)
16) N#CCC(=O)Nc1nccs1
screen / no.	9	10	11	12	13	14	15	16
EP2 antag	15	0	10	12	6	35	5	8
EP2 mod	-45	-4	7	-40	6	-130	18	-3

17) COc1ccc(-c2cc(-c3cccnc3)c(C#N)c(=O)[nH]2)cc1
18) COC(=O)CN1C(=O)C(O)=C(C(C)=O)C1c1ccc(C(=O)OC)cc1 (stereo unspecified)
19) COc1ccc(Cn2nnnc2C(c2cc3c(C)cc(C)cc3[nH]c2=O)N2CCN(C)CC2)cc1 (stereo unspecified)
20) CN1c2ncccc2C(=O)NC12CCN(C(=O)c1n[nH]c3c1CCC3)CC2
21) C[N+]12CCCCC1C(COCCC#N)CCC2 (stereo unspecified)
22) COc1ccc(S(=O)(=O)N(CC(=O)Nc2ccc3c(c2)OCCO3)c2ccc(C)cc2)cc1
23) O=C(Cn1cc(/C=C2\C(=O)NC(=O)N(c3ccccc3)C2=O)c2ccccc21)NCc1ccco1
24) CCOc1ccc(OCC)c(NC(=O)CSc2nc3cc4c(cc3cc2C)OCO4)c1
screen / no.	17	18	19	20	21	22	23	24
EP2 antag	9	14	11	6	15	3	12	15
EP2 mod	-5	-3	-9	2	0	-6	-93	25

25) O=C(c1cc2sccc2n1Cc1ccccc1)N(Cc1ccco1)Cc1cccs1
26) O=C(CCSc1nc(-c2ccco2)cc(C(F)(F)F)n1)NC1CCCCCC1
27) CC(C)=CCc1c2c(c3occ(-c4ccc(O)c(O)c4)c(=O)c3c1O)C=CC(C)(C)O2
28) CCCC(c1nnnn1Cc1ccc2c(c1)OCO2)N1CCN(c2ccccc2F)CC1 (stereo unspecified)
29) CCn1c(SCC(=O)Nc2cc(C(F)(F)F)ccc2Cl)nc2ccccc2c1=O
30) Cc1cc(C(F)F)n2nc(C(=O)Nc3ccc(F)cc3C)nc2n1
31) COC(=O)c1cccc(NCc2cc3c(C)nn(-c4ccccc4)c3[nH]c2=O)c1
32) CC(=O)N1CCN(S(=O)(=O)c2ccc(S(=O)(=O)NC3CCCCC3)cc2)CC1
screen / no.	25	26	27	28	29	30	31	32
EP2 antag	5	12	41*!	11	10	15	13	11
EP2 mod	54	-5	37&30	24	19	-8	-39	-40

33) COc1ccc(-c2nc3cnccn3c2NC(C)(C)C)cc1CO
34) Cc1ccccc1C1(O)CCN(C(=O)Cn2ccc3ccc(F)cc32)CC1
35) CN(C)CCCNC1CCS(=O)(=O)C1 (stereo unspecified)
36) Cc1ccc(C2=NN(CC(=O)NC3CCC3)C(=O)c3cc4ccccc4n3C2)cc1
37) CCn1cc(CN(Cc2ccc(OC)cc2OC)CC2CCCO2)c(C)n1 (stereo unspecified)
38) Cc1oc(-c2ccc(F)cc2)nc1C(=O)Nc1cnn(Cc2ccc(F)cc2)c1
39) N[C@@H](CC1=CS(=O)(=O)c2ccc(Cl)cc21)C(=O)O
40) O=C(C1CCCO1)N1CCCC(c2nc3sc4c(c3c(=O)[nH]2)CCCC4)C1 (stereo unspecified)
screen / no.	33	34	35	36	37	38	39	40
EP2 antag	14	6	13	3	7	8	17	4
EP2 mod	-46	-73	-7	-7	23	-88	15	-3

41) CC(=O)Nc1cccc(-c2nn3c(C)nnc3s2)c1
42) COc1ccc(OC)c(-c2cc(C#N)on2)c1
43) COc1ccc(C2(O)CCN(CC(=O)N3C(C)CCCC3C)CC2)cc1 (stereo unspecified)
44) O=C(Cc1ccc(F)cc1)N1CC[C@@H](c2ccccc2)[C@H](O)C1
45) CCOc1ccc(OCC)c(NC(=O)CSc2nc3cc(C)cc(C)c3cc2C#N)c1
46) CS(=O)(=O)N(CC(=O)Nc1ccc2c(c1)OCCO2)c1cc(Cl)ccc1Cl
47) Cc1ncc(CO)c(CN)c1O
48) CCOc1ccc(CN2CCN(C(=O)c3cccc(OC)c3OC)CC2)cc1
screen / no.	41	42	43	44	45	46	47	48
EP2 antag	10	11	0	3	8	9	11	8
EP2 mod	4	-88	9	-22	22	-34	13	-6

49) O=C1CNCCCN2CCN(CCCNCC(=O)Nc3ccc(cc3)S(=O)(=O)c3ccc(cc3)NC(=O)CNCCCN3CCN(CCCNCC(=O)Nc4ccc(cc4)S(=O)(=O)c4ccc(cc4)N1)CC3)CC2
50) CCCC(=O)Nc1cc(C)c(NC(=O)c2ccco2)cn1
51) CCCC(c1nnnn1C(C)(C)CC)N1CCN(Cc2ccccc2)CC1 (stereo unspecified)
52) Cc1ccc2cc(CN(Cc3nnnn3Cc3ccc(F)cc3)CC3CCCO3)c(=O)[nH]c2c1C (stereo unspecified)
53) COc1ccccc1Cn1c(NCCO)nc2c1c(=O)n(C)c(=O)n2C
54) COc1ccccc1-n1c(SCC(=O)Nc2ccc(C)cc2C)nnc1-c1ccccn1
55) CO[C@@H]1/C=C\O[C@]2(C)Oc3c(C)c(O)c4c(O)c(c(CN5CCN(C)CC5)c(O)c4c3C2=O)NC(=O)C(C)=C/C=C\[C@@H](C)[C@@H](O)[C@H](C)[C@@H](O)[C@H](C)[C@H](OC(C)=O)[C@@H]1C
56) CCC(NC(=O)c1cc(C2CC2)on1)c1ccc(F)cc1 (stereo unspecified)
screen / no.	49	50	51	52	53	54	55	56
EP2 antag	42*	12	14	13	10	7	40*	2
EP2 mod	7	-14	0	-19	-22	-31	28	-50

57) O=C(CSc1nc2ccccc2o1)Nc1ccc(S(=O)(=O)N2CCOCC2)cc1
58) Cc1ccc(CSC(N)=Nc2ccccc2)cc1C
59) CCN1CCN(C2CCNCC2)CC1
60) CC(C)Nc1ncnc2sc3c(c12)CCCC3
61) O=C1CN=C(Nc2ccccc2F)N1C1CCCC1
62) NC(=O)c1ccc(CN2CCOCC2)cc1
63) CCOC(=O)c1cnc(N(C)C)nc1SC(=N)N
64) COc1ccc(C2(NCc3ccc(OCC(=O)N4CCOCC4)cc3)CC2)cc1
screen / no.	57	58	59	60	61	62	63	64
EP2 antag	7	10	10	6	5	10	12	7
EP2 mod	-49	4	-8	-55	-16	2	17	-49

65) Cc1cc(-c2cc(N)c(=O)n(C(C)C(=O)Nc3ccc4c(c3)CCC4)n2)c(C)o1 (stereo unspecified)
66) Cc1cc(C)nc(SCCCn2c(N3CCC(C)CC3)nc3c2c(=O)[nH]c(=O)n3C)n1
67) CCN(CC)C(=O)c1sc2nc(N3CCOCC3)c3c(c2c1N)CC(C)(C)OC3
68) S=c1c2ccccc2sn1-c1ccccc1
69) COc1ccc2[nH]c(=O)c(CN(CC3CCCO3)C(=O)NC3CCCCC3)cc2c1 (stereo unspecified)
70) C=CCNC(=O)CN1CCC(N2CCCCC2)CC1
71) CCCC(=O)N1CCN(c2ccc(NC(=O)c3ccc(OC)cc3)cc2)CC1
72) COC(=O)c1c(NC(=O)c2ccc(Cl)cc2)sc(C(=O)N2CCOCC2)c1C
screen / no.	65	66	67	68	69	70	71	72
EP2 antag	4	11	9	18	16	9	11	16
EP2 mod	-76	-18	12	-2	-21	-7	-16	-3

73) CC(C)n1c(=O)[nH]c2c(C(N)=O)nc(-c3cccc(Cl)c3)nc21
74) Cc1cc2cc(C#N)c(N3CCN(C(=O)c4ccc(F)cc4)CC3)nc2cc1C
75) Cn1c(=O)[nH]c(=O)c2c1nc(N1CCCCC1)n2CCCSc1ncccn1
76) COc1ccc(-c2cc(=O)c3c(O)cc(O)cc3o2)cc1
77) O=C(Nc1cccc(Br)c1)c1cc2cc(Cl)ccc2oc1=O
78) CCNc1nc2c(c(=O)[nH]c(=O)n2C)n1CC(O)COc1ccccc1C (stereo unspecified)
79) CCOC(=O)c1ccc(NC(=O)C2CC(=O)N(c3ccc(OCC)cc3)C2)cc1 (stereo unspecified)
80) Cc1cc(C)c(NS(=O)(=O)c2ccc3[nH]c(=O)oc3c2)c(C)c1
screen / no.	73	74	75	76	77	78	79	80
EP2 antag	8	10	22	13	16	10	5	17
EP2 mod	9	-112	5	-15	-19	-17	-23	-45

81) COc1ccc(CNC(=O)C(OC(=O)c2cccs2)C(C)C)cc1 (stereo unspecified)
82) Cc1cccc(NC(=O)N2C3CCCC2CC(NC(=O)C(C)(C)C)C3)c1 (stereo unspecified)
83) O=C(O)CSCCc1ccccc1
84) Cn1c(=O)oc2cc(S(=O)(=O)NC3C4CCCCC43)ccc21 (stereo unspecified)
85) O=C(Cc1ccccc1F)N1CCC(n2nnc3ccccc3c2=O)CC1
86) CCCNC(=O)C1CC(=O)N(c2ccc(OCc3ccc(F)cc3)cc2)C1 (stereo unspecified)
87) CC(=O)Nc1nc(NC(C)=O)c2[nH]c(CO)nc2n1
88) Cc1ccccc1N(CC(=O)NC1CCCCC1)C(=O)CNC(=O)c1cccs1
screen / no.	81	82	83	84	85	86	87	88
EP2 antag	10	0	9	8	4	2	7	8
EP2 mod	0	-47	-8	-39	-38	-1	10	-3

89) COc1ccc(-n2c(SCC(=O)Nc3cc(Cl)ccc3OC)nnc2-c2ccccc2)cc1
90) C=CNc1ccccc1CC1(c2c[nH]c3ccccc23)C(=O)Nc2ccccc21 (stereo unspecified)
91) Cc1cnc(C(=O)NCC2CCN(c3ccc(S(=O)(=O)N(C)C)cc3)CC2)cn1
92) O=C(Nc1ccc(Cl)c(Cl)c1)C1CCN(C(=O)c2cccs2)CC1
93) CCN1CCN(C(=O)C2CC(c3ccc(Cl)cc3)=NO2)CC1 (stereo unspecified)
94) CCOc1cccc(NC(=O)CN2C(=O)C3CCCN3C(=O)c3ccccc32)c1 (stereo unspecified)
screen / no.	89	90	91	92	93	94
EP2 antag	12	20	9	13	10	13
EP2 mod	8	-57	-33	-125	-32	-4

# A portion of the library (hit frequency here may not be typical).
